# Compound activity from PubChem BioAssay.
# CSN deneddyl inh = CSN deneddylation inhibition. AID 651999. Purified CSN, SCF-Nedd8-OG deneddylation, fluorescence polarization. actives 0.38% (n = 360,000). Q92905. inhibition, % at 12.5 µM;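 active means pattern-corrected inhibition above about 35%, with an unprinted fluorescence ratio check between 0.5 and 1.5, limit read from the data, passing the limit was not always enough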;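 further: 0% = enzyme with substrate and 100% = substrate without enzyme; some results filed as inactive read as strong as hits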
# Target sequence (Q92905 whole entry, looked up, one chain of several): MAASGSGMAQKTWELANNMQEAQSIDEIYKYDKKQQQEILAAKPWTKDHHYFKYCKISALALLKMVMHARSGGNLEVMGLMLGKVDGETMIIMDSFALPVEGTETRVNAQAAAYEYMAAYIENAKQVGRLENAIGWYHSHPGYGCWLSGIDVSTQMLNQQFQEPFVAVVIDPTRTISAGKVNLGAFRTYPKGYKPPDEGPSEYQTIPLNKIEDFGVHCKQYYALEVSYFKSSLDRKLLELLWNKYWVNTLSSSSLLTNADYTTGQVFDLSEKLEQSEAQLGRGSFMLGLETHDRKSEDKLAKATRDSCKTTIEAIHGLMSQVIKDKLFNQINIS
#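 assay system = purified human Csn5 enzyme expressed in HEK293T cells | amount = 0.24 nM enzyme | buffer or medium = Tris/NaCl/DTT buffer, pH 7.5 | reagent = 10 nM SCFSkp2-Nedd8OG | compound = one concentration, 12.5 µM, 0.25% DMSO | times = 90 min reaction at room temperature | signal = FP | read-out basis = % inhibition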
# MLLE-PAM2 inh = blocks PAM2 peptide binding to the PABP1 MLLE domain. P11940. GST-MLLE / FITC-PAM2 fluorescence polarization. inhibition, % at 20 µM. actives 0.36% (n = 360,000). AID 588489; in the data active means inhibition above about 35%, passing the limit was not always enough;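 further: plate controls were DMSO wells with GST-MLLE for no effect and wells lacking GST-MLLE protein for full effect; some results filed as inactive read as strong as hits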
# Neddylation inh = inhibitors of human cullin neddylation | calls only at 25 µM | TR-FRET cullin neddylation, biochemical | P61081+Q13564 | actives 0.58% (n = 360,000); in the data active means inhibition above about 36%
# FAS-TE inh = FAS thioesterase (human) inhibition. actives 0.67% (n = 360,000). recombinant FAS-TE, OMFH fluorogenic substrate, fluorescence endpoint. inhibition, % at 15 µM. P49327;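 active means compounds whose normalised, plate-corrected inhibition of enzyme fluorescence in the single-dose primary screen is 50% or more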;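 further: 0% = DMSO with enzyme and 100% = substrate without enzyme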
# SKN-1 block = C. elegans SKN-1 inhibition. AID 624304. actives 0.49% (n = 360,000). C. elegans VP596 Pgst-4::GFP/RFP ratio, acrylamide-induced, 24 h. inhibition, % at 21.8 µM;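 active means interference check ratio from 0.5 to 1.5 plus GFP to RFP signal ratio inhibition reaching or exceeding a fixed threshold, cut at about 30% in these data, passing the limit was not always enough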; further: some compounds called inactive have numbers as strong as hits
# MT1-MMP act inh = MT1-MMP (human) activation inhibition | GFP/RFP ratio change, % at 20 µM | AID 651647 | actives 0.061% (n = 360,000) | HT1080 RFP-PRO-GFP cells, GFP/RFP ratio fluorescence, overnight; percent of plate control window, DMSO zero;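 active means GFP/RFP ratio change of at least 30% with cell ATP level not reduced by more than half and red fluorescence within 50% of control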; further: strong numbers were not always called active
#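 Assay system: RFP-PRO-GFP reporter HT1080 cells; read-out basis: GFP/RFP fluorescence ratio; benchmarks: DMSO wells and RFP-L50D-GFP cells; doses: 20 µM single dose, 1% DMSO; schedule: overnight cell settling, then overnight compound exposure, 37 °C, 5% CO2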
# Rpn11 block = Rpn11 (human) deubiquitinase inhibition; human 26S proteasome, Ub4-pepOG fluorescence polarization; 20S core pre-blocked with epoxomicin; calls only at 20 µM; actives 0.59% (n = 360,000); O00487;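 active means inhibition at 20 µM, scaled to each plate's controls, above about 33%, limit read from the data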
# Target sequence (O00487 whole entry, looked up): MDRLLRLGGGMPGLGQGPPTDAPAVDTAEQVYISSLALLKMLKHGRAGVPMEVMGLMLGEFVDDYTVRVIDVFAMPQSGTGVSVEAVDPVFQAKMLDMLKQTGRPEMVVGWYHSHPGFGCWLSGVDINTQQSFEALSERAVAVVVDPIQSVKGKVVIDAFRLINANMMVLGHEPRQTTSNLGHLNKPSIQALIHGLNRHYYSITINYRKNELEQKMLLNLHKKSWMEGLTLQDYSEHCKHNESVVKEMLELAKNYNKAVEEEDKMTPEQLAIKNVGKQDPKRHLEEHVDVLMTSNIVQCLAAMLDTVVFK
# NadD block = blocks S. aureus nicotinate mononucleotide adenylyltransferase; purified NadD enzyme, colorimetric absorbance read-out; inhibition, % at 20 µM; actives 0.78% (n = 360,000); AID 602399; in the data active means inhibition above about 26%; further: some compounds past the cut are filed as inactive
# Rin1-Abl PPI inh = human Rin1-Abl interaction inhibition | AID 588664 | TR-FRET Rin1/Abl binding, biochemical | P00519+Q13671 | actives 0.4% (n = 360,000) | inhibition, % at 7.35 µM; in the data active means inhibition above about 5%, passing the limit was not always enough
# The depositor's hits bear a star; i = inactive; · = no result given; + = active, no number.
SMILES,CSN deneddyl inh,MLLE-PAM2 inh,Neddylation inh,FAS-TE inh,SKN-1 block,MT1-MMP act inh,Rpn11 block,NadD block,Rin1-Abl PPI inh
Cc1cc(C)nc(S/C=C/C(=O)c2ccccc2)n1,10.1,29.2,i,18.0,12.3,21.6,i,0.7,4.2
COc1ccc(Nc2nc(Nc3ccc(OC)cc3OC)nc(N3CCN(C)CC3)n2)c(OC)c1,-5.1,2.5,i,9.7,-10.9,-7.3,i,0.4,1.7
Cn1cnc([N+](=O)[O-])c1Oc1cccc(O)c1,-6.7,13.6,i,-2.7,5.9,-0.2,i,-3.0,-0.8
COc1ccc2oc(/C=C/N(C)C)c(C(=O)c3ccc(Cl)cc3)c2c1,-0.9,-5.6,i,12.4,-7.9,6.9,i,3.6,-4.9
CC(C)(C)c1ccc(-c2csc(NNC3=NCCCCC3)n2)cc1,5.4,14.6,i,-14.0,0.6,-0.2,i,1.6,2.6
O=C(Nc1nnc(C2CC2)s1)c1ccccn1,3.3,-12.8,i,-1.6,17.1,14.8,i,-2.1,0.9
CCOC(=O)N1CCN(Cc2c(O)ccc3ccccc23)CC1,0.7,39.8*,i,1.1,-16.5,-7.1,i,-6.9,-2.8
Cc1noc(C)c1CSc1nc2ccccc2[nH]1,-2.5,-4.5,i,-2.2,10.9,-0.2,i,3.8,-0.8
CCN(CC)C(=O)c1cccc(NC(=O)CCc2nc3sc4c(c3c(=O)[nH]2)CCCC4)c1,-0.8,-3.8,i,-0.7,17.2,1.5,i,1.3,-0.1
CC(C)Cc1nc2oc3c(=O)[nH]cnc3c2c2c1CCCC2,7.9,1.1,i,-0.7,12.9,3.6,i,1.5,-0.1
CN(CC(=O)NCc1ccccc1Cl)CC(=O)Nc1ccccc1Br,0.0,-15.4,i,-4.2,-13.7,-1.5,i,-1.3,3.5
CCCSc1nc2sc3c(c2c(=O)[nH]1)CC(C)(CC)OC3 (configuration not stated),-0.8,-39.8,i,-0.2,6.7,5.9,i,-2.8,-0.5
Clc1ccccc1-c1cccc2nccn12,-2.2,-0.1,·,-8.0,13.1,-4.4,i,0.8,-0.9
O=C(O)Cc1ccc(-c2ccccc2-c2ccccc2)cc1,1.3,-4.5,i,-3.4,-12.2,-0.7,i,-0.1,-1.7
O=C1CCc2cc(S(=O)(=O)N3CCCC3C(=O)N3CCN(c4ccccc4F)CC3)ccc2N1 (configuration not stated),2.6,8.1,i,-7.6,-17.9,1.6,i,-0.1,-1.1
CCc1nnc(NC(=O)CCN2C(=O)/C(=C/c3cc(OC)c(OC)c(OC)c3)SC2=S)s1,7.3,-67.4,i,-10.7,11.7,3.0,+,10.8,4.6
O=C1CN(C(=O)COc2c(F)c(F)cc(F)c2F)c2ccccc2N1,2.0,-10.8,i,-4.3,24.0,-0.9,i,-3.3,-1.2
CCc1nnc(NC(=O)C(C)N2C(=O)C3C4C=CC(C4)C3C2=O)s1 (configuration not stated),5.9,2.4,i,-2.1,8.2,0.8,i,-4.7,2.6
CCOC(=O)C1=C[C@@H](C(C)C)N(S(=O)(=O)c2ccc([N+](=O)[O-])cc2)[C@H]1c1ccccc1,-7.1,15.0,i,41.1,7.6,-0.5,i,-1.0,6.8
COc1ccc(C(=O)COC(=O)c2cncc(Br)c2)cc1,-4.1,-9.6,i,8.0,-2.0,-6.2,i,9.0,-0.6
Cc1ccc(NC(=O)C2CC(=O)N(CCc3ccccc3)C2)cc1Cl (configuration not stated),-1.8,-1.3,i,8.1,7.6,0.1,i,-3.7,1.3
COc1cc(CN(C2CCCCC2C)S(=O)(=O)c2ccc(S(=O)(=O)NC3CC3)cc2)cc(OC)c1OC (configuration not stated),-5.5,-6.5,i,16.8,5.2,-7.8,i,-3.7,2.9
O=C(CNC(=O)C(c1ccccc1)c1ccccc1)N/N=C/c1ccc(O)cc1O,-4.7,17.6,i,4.7,-0.7,1.4,i,-0.5,-2.6
NCCCC[C@@H](C(=O)N1CCNCC1)n1cc([C@@H](N)CO)nn1,-2.8,-4.2,i,-14.0,12.8,10.0,i,3.0,2.3
COc1cc(C(CCN2CCN(c3ccccc3)CC2)c2c(OC)cc(OC)c3c(C)cc(=O)oc23)cc(OC)c1OC (configuration not stated),0.9,-9.3,i,36.0,3.1,6.7,i,2.1,1.8
CC1CCC(NC(=O)C2CCN(S(=O)(=O)c3cccc4nonc34)CC2)CC1 (configuration not stated),7.1,-1.2,i,-2.9,8.3,2.7,i,-3.9,-1.0
Cc1cc(=O)[nH]c(SCC(=O)N2CCN(C(c3ccccc3)c3ccccc3)CC2)n1,8.6,11.7,i,-6.2,11.0,-8.3,i,4.9,1.6
CC1CCN(C(=O)COC(=O)c2cccc(S(=O)(=O)N(C)c3ccccc3)c2)CC1,-2.6,4.5,i,11.4,8.6,6.0,i,4.8,1.5
COc1ccc(S(=O)(=O)N2CCC(C(=O)Nc3nccs3)CC2)cc1,-5.5,-1.2,i,14.4,11.6,1.1,i,1.9,-4.1
O=C(O)C1CC1c1ccc(Br)cc1 (configuration not stated),-1.9,4.8,i,-2.6,34.2,-5.1,i,5.5,-3.1
CN(CC(=O)NCc1ccncc1)S(=O)(=O)c1ccc(Br)cc1,0.2,-24.6,i,-4.8,-4.2,4.7,i,7.7,-0.9
COc1ccc(N2CCN(C(=O)CSc3nnc4nc(C)cc(C)n34)CC2)cc1,3.4,13.8,i,-5.4,3.4,-0.9,i,-0.2,2.7
COc1ccc(C(O)C2c3c(cc4c(c3OC)OCO4)CCN2C)c(CO)c1OC (configuration not stated),4.6,7.8,·,-1.2,10.4,0.6,i,4.2,0.3
O=C(NCCC1=CCCCC1)C1CCCN(S(=O)(=O)c2cccnc2)C1 (configuration not stated),-1.9,5.5,i,-3.1,-2.8,-1.3,i,0.2,-0.8
CCOC(=O)c1c(CN2CCN(CC#N)CC2)n(C)c2cc(Br)c(OC)cc12,-4.0,-8.4,i,8.8,8.3,-3.0,i,-11.7,0.3
O=C(Nc1cc(S(=O)(=O)N2CCCCC2)ccc1Cl)c1ccccc1NS(=O)(=O)c1ccc(F)cc1,2.4,-6.8,·,15.2,-4.2,-32.8,i,15.6,-2.2
COc1ccc(S(=O)(=O)N(CCc2ccccc2)CC(=O)N2CCOCC2)cc1,-1.9,0.9,i,-4.3,17.9,-3.9,i,-0.2,1.2
Cc1cc(=O)[nH]c(SCC(=O)C23CC4CC(CC(C4)C2)C3)c1C#N,2.0,-115.4,i,17.6,-0.7,8.8,i,0.4,1.2
CCn1c(C)nc2cc(C(=O)N/N=C/c3ccc(O)cc3)ccc21,-1.0,3.0,i,-3.8,2.9,12.4,i,-1.2,-1.9
CCCN(C(=O)c1cnccn1)c1c(N)n(Cc2ccccc2)c(=O)[nH]c1=O,0.2,7.0,i,-6.0,-6.4,1.9,i,-6.9,3.6
O=C(NCc1ccc2c(c1)OCO2)c1ccc(Br)cc1,3.1,-8.8,i,6.6,-2.4,-0.3,i,2.8,2.8
Cc1ccc(Cn2c(SCC(=O)Nc3cc(C)on3)nc3ccccc3c2=O)cc1,1.9,-58.1,i,-0.8,-14.6,1.7,i,-1.0,0.4
COc1cccc(N2CC(C)Cn3c2nc2c3c(=O)n(CCN3CCOCC3)c(=O)n2C)c1 (configuration not stated),-1.0,-4.8,i,-3.6,-21.2,6.6,i,1.3,0.0
COc1ccc(NC(C#N)c2ccccc2OCc2ccccc2)cc1 (configuration not stated),-6.8,-9.9,i,17.4,4.5,0.6,i,2.9,1.7
O=C(NCCc1csc(-c2ccccc2)n1)c1c(F)cccc1Cl,5.2,4.3,i,1.9,12.3,2.5,i,-0.9,0.9
CC(C)(C)c1cc(CCC(=O)NNC(=S)NC(=O)c2ccccc2)cc(C(C)(C)C)c1O,3.1,13.9,i,29.2,10.6,-15.2,i,18.6,0.1
COc1ccc(OC)c(-c2csc(N(Cc3ccco3)C(=O)c3ccco3)n2)c1,6.2,4.7,i,22.5,6.5,-10.9,i,7.5,-0.2
CCOc1ccc(NC(=O)CC2C(=O)Nc3ccccc3N2C(=O)c2ccccc2)cc1 (configuration not stated),-2.9,-1.6,i,-4.4,-14.9,2.0,i,-0.8,1.3

# Whole records as entered above. Order of values: CSN deneddyl inh	MLLE-PAM2 inh	Neddylation inh	FAS-TE inh	SKN-1 block	MT1-MMP act inh	Rpn11 block	NadD block	Rin1-Abl PPI inh
# Record of `CCOC(=O)c1c(CN2CCN(CC#N)CC2)n(C)c2cc(Br)c(OC)cc12` : -4.0	-8.4	i	8.8	8.3	-3.0	i	-11.7	0.3
# Record of `COc1ccc(C(O)C2c3c(cc4c(c3OC)OCO4)CCN2C)c(CO)c1OC` (configuration not stated) : 4.6	7.8	·	-1.2	10.4	0.6	i	4.2	0.3
# Record of `Clc1ccccc1-c1cccc2nccn12` : -2.2	-0.1	·	-8.0	13.1	-4.4	i	0.8	-0.9

# (continued)
SMILES,CSN deneddyl inh,MLLE-PAM2 inh,Neddylation inh,FAS-TE inh,SKN-1 block,MT1-MMP act inh,Rpn11 block,NadD block,Rin1-Abl PPI inh
O=C(NCc1cccnc1)C(=O)NCC1OCCN1S(=O)(=O)c1ccc(F)cc1 (configuration not stated),2.5,1.4,i,-10.1,2.0,-1.8,i,-1.1,-0.3
COc1ccc(N(CC(=O)NCCC2=CCCCC2)S(=O)(=O)c2c(C)[nH]c(=O)[nH]c2=O)cc1,1.9,12.2,i,-4.3,-3.4,-1.0,i,-5.9,-3.5
CCCCCCSc1ccc([C@H]2N[C@@](CC(C)C)(C(=O)OC)[C@H]3C(=O)N(C)C(=O)[C@@H]23)cc1,-7.5,-1.5,i,27.7,1.0,-6.2,i,4.9,3.0
COc1ccc2oc(C(=O)OC(C)C(=O)NC3(C#N)CCCCC3)c(C)c2c1 (configuration not stated),-5.3,22.8,·,3.6,3.6,-0.4,i,-4.6,2.3
Cc1cc(=O)oc2c3c(ccc12)OC/C3=N/N,2.9,32.1,·,-3.5,-6.8,1.0,i,24.2,-3.4
COc1ccc(CCNC(=O)C(NC(=O)OCc2ccccc2)C(C)C)cc1OC (configuration not stated),4.6,1.6,i,-5.5,-18.4,-2.9,i,-5.8,-2.6
Cc1ccc(-n2nnnc2SCC(=O)NNC(=O)c2ccco2)c(C)c1,-6.4,-1.5,i,-6.3,8.8,4.2,i,-2.2,0.8
Cc1ccc2c(Cl)cc(Cl)c(OCC(=O)Nc3cccc(S(N)(=O)=O)c3)c2n1,-10.8,5.8,i,23.6,4.2,-4.7,i,-4.2,0.8
COC(=O)Cn1c(C)c(C(C)=O)c(C(C)=O)c1C,2.3,-4.1,i,-6.1,-10.7,0.1,i,-5.7,4.6
CC(Sc1ccc2ccccc2n1)C(=O)O (configuration not stated),0.0,-13.4,i,-14.3,-33.1,10.5,i,-0.5,-117.0
CS(=O)(=O)N(CC(=O)N1CCCC1)c1ccc(Cl)cc1Cl,-1.1,1.3,i,2.0,-5.3,0.9,i,-3.8,3.4
COCCN(C(=S)Nc1ccc(C)cc1C)C(C)c1ccco1 (configuration not stated),3.0,-52.5,i,0.3,9.9,-0.5,i,-5.8,0.0
O=C(N/N=C/c1ccccc1C(F)(F)F)c1ccc2nc[nH]c2c1,1.0,3.1,i,-11.1,-1.2,3.0,i,-6.6,-6.1
CCOc1ccccc1OCC(=O)OCc1csc(CC(=O)Nc2ccccc2C)n1,-1.1,-9.9,i,-5.6,-5.2,0.6,i,-2.0,-0.9
